Source: PubChem BioAssay (several laboratories)
HIF-2a inh: blocks HIF-2a reporter activity | 786-0 RCC cells HIF-2a reporter, luciferase luminescence, overnight | inhibition, % at 18.8 µM | 0.72% of 360,000 active | AID 624352;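 active = inhibition of the luminescence signal of 40% or more relative to plate controls, in a single-dose primary screen at 18.75 µM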
C8 TRAIL sens: caspase-8 TRAIL sensitization; NB7+C8 cells + TRAIL, ATPlite viability luminescence; inhibition (viability loss, TRAIL sensitization), % at 10 µM; 1% of 360,000 active; AID 624354;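 active = compounds causing at least 50% loss of cell viability in the single-dose screen, relative to plate controls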
TROY signal inh: inhibitors of TROY-dependent NF-kB signaling; Q293 LMP1-TROYcd NF-kB luciferase reporter, 4 h; inhibition, % at 10 µM; 0.98% of 360,000 active; AID 1347056;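 active = compounds whose plate-normalised and pattern-corrected inhibition of the luciferase reporter signal at the single screening dose is 50% or more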
NR2E3 ag-1: NR2E3 (human) agonism; inhibition of corepressor binding, % at 4.78 µM; 0.12% of 320,000 active; GST-NR2E3/biotin-RetCOR TR-FRET, 1536-well; Q9Y5X4; AID 2300;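 active = percent inhibition above the cutoff of mean plus 3 SD of all tested compounds, set per screening campaign, cut at about 20% in these data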;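 also: 0% = DMSO wells and 100% = biotin wells as full block of FRET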
Target sequence (Q9Y5X4 whole entry, looked up): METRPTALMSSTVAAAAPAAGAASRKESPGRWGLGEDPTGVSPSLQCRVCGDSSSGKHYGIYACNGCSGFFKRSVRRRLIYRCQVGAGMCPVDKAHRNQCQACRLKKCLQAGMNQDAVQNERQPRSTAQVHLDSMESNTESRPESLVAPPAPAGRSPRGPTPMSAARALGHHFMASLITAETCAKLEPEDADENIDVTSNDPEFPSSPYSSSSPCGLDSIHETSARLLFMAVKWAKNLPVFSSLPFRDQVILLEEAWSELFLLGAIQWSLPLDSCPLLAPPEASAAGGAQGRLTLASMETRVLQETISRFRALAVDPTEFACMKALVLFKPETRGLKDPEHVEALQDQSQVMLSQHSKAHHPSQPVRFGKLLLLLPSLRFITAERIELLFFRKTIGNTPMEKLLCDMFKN
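system = GST-tagged NR2E3 plus biotinylated RetCOR corepressor | input = 1.35 nM GST-NR2E3 | also added = 7 nM biotin-RetCOR | schedule = 5 h incubation at 4 °C | measured by = TR-FRET with europium anti-GST and streptavidin-D2, 340 nm excitation | read-out = percent loss of FRET ratio relative to control wells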
NR2E3 ag-2: activates human NR2E3 receptor; Q9Y5X4; CHO-S Gal4-NCOR/VP16-NR2E3 two-hybrid, luciferase; inhibition of corepressor binding, % at 3.98 µM; 0.35% of 360,000 active; AID 602229;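 active = inhibition above the mean of all tested compounds plus 3 SD, cut at about 70% in these data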;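 also: 0% = DMSO with NR2E3 transfected cells and 100% = cells lacking NR2E3 construct; higher means lower luciferase signal from less NR2E3 corepressor binding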
KKLEB tox: counter-screen for CF NF-kB inhibitors: cytotoxicity; KKLEB CF airway cells viability, ATPlite luminescence, overnight; active compounds read low; cells stimulated with P. aeruginosa culture filtrate; activity change (cytotoxicity), % at 5 µM; 0.36% of 360,000 active; AID 602141;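 active = corrected activity change at or below -50% at 5 µM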
Shn3 3UTR inh: reduces Shn3 3'UTR luciferase signal in osteoblasts. 0.52% of 360,000 active. Clone20 osteoblast Shn3 3'UTR firefly luciferase, 24 h. inhibition, % at 12.5 µM. AID 588674;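 active = mean inhibition of at least 75% with every replicate also reaching 75%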;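 also: 0% = median of neutral control wells and 100% = pilot-screen positive control compound; some compounds past the cut are filed as inactive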
TWEAK-Fn14 inh: inhibitors of TWEAK-Fn14 interaction signaling. TWEAK-stimulated Fn14 reporter cells, luciferase luminescence, 8 h. inhibition, % at 10 µM. 2% of 360,000 active; in the data active = inhibition above about 50%
Peg3 prom inh: reduces Peg3 promoter-driven luciferase expression in HeLa | HeLa PEG-Prom luciferase reporter, luminescence, overnight | 1.7% of 360,000 active | AID 588405 | inhibition, % at 20 µM;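 active = inhibition of at least 50% at 20 µM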
MITF TRPM1 inh: MITF TRPM1 promoter inhibition in SK-MEL-5 cells; SK-MEL-5 TRPM1 promoter luciferase, 24 h; inhibition, % at 12.5 µM; 0.83% of 330,000 active; AID 488899;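 active = mean inhibition across replicates of 60% or more, whatever share of single replicates reaches that level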; also: values of inactives mirror those of a sister screen read the other way
CF NFkB inh: cystic fibrosis NF-kB activation inhibition; KKLEB NF-kB-GFP reporter, PAF-induced, GFP fluorescence overnight; inhibition, % at 5 µM; 0.86% of 360,000 active;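 active = at least 50% inhibition at 5 µM, scaled per plate between neutral and stimulator controls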;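 also: PAF is a Pseudomonas aeruginosa culture filtrate used as stimulus; plate controls were PAF-stimulated DMSO wells for no effect and unstimulated DMSO wells for full effect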
An asterisk follows results filed as active; & = joins results of further samples.

A first look, four compounds:
`CS(=O)(=O)Nc1ccc(C2=NN(C(=O)c3ccco3)C(c3ccccc3)C2)cc1` (stereo not drawn) gave HIF-2a inh 9, C8 TRAIL sens -9, TROY signal inh -25, NR2E3 ag-1 -1, NR2E3 ag-2 2, KKLEB tox -18, Shn3 3UTR inh 11, TWEAK-Fn14 inh 27, Peg3 prom inh 11, MITF TRPM1 inh -4 and CF NFkB inh -16.
For CCCc1cc(=O)[nH]c(SCC(=O)N(C)C2CCCCC2)n1 the results were HIF-2a inh 19, C8 TRAIL sens 0, TROY signal inh 20, NR2E3 ag-1 2, NR2E3 ag-2 5, KKLEB tox -7, Shn3 3UTR inh 6, TWEAK-Fn14 inh 12, Peg3 prom inh 17, MITF TRPM1 inh 5 and CF NFkB inh 2.
For N#CC1(C#N)COC23CCCCC2C1(C#N)C(=N)O3 (stereo not drawn) the results were HIF-2a inh 3, C8 TRAIL sens -13, TROY signal inh 0, NR2E3 ag-1 0, NR2E3 ag-2 -19, KKLEB tox -3, Shn3 3UTR inh 8, TWEAK-Fn14 inh 6, Peg3 prom inh 10, MITF TRPM1 inh 11 and CF NFkB inh 0.
`COc1ccccc1NC(=O)CSc1nc(O)c(Cc2ccccc2)c(=O)[nH]1` gave HIF-2a inh 0, C8 TRAIL sens -10, TROY signal inh -1, NR2E3 ag-1 -1, NR2E3 ag-2 -11, KKLEB tox -5, Shn3 3UTR inh 11, TWEAK-Fn14 inh -2, Peg3 prom inh -2, MITF TRPM1 inh 3 and CF NFkB inh 9.

This part in full, repeating the preview:
`CS(=O)(=O)Nc1ccc(C2=NN(C(=O)c3ccco3)C(c3ccccc3)C2)cc1` (stereo not drawn) gave HIF-2a inh 9, C8 TRAIL sens -9, TROY signal inh -25, NR2E3 ag-1 -1, NR2E3 ag-2 2, KKLEB tox -18, Shn3 3UTR inh 11, TWEAK-Fn14 inh 27, Peg3 prom inh 11, MITF TRPM1 inh -4 and CF NFkB inh -16.
For CCCc1cc(=O)[nH]c(SCC(=O)N(C)C2CCCCC2)n1 the results were HIF-2a inh 19, C8 TRAIL sens 0, TROY signal inh 20, NR2E3 ag-1 2, NR2E3 ag-2 5, KKLEB tox -7, Shn3 3UTR inh 6, TWEAK-Fn14 inh 12, Peg3 prom inh 17, MITF TRPM1 inh 5 and CF NFkB inh 2.
For N#CC1(C#N)COC23CCCCC2C1(C#N)C(=N)O3 (stereo not drawn) the results were HIF-2a inh 3, C8 TRAIL sens -13, TROY signal inh 0, NR2E3 ag-1 0, NR2E3 ag-2 -19, KKLEB tox -3, Shn3 3UTR inh 8, TWEAK-Fn14 inh 6, Peg3 prom inh 10, MITF TRPM1 inh 11 and CF NFkB inh 0.
`COc1ccccc1NC(=O)CSc1nc(O)c(Cc2ccccc2)c(=O)[nH]1` gave HIF-2a inh 0, C8 TRAIL sens -10, TROY signal inh -1, NR2E3 ag-1 -1, NR2E3 ag-2 -11, KKLEB tox -5, Shn3 3UTR inh 11, TWEAK-Fn14 inh -2, Peg3 prom inh -2, MITF TRPM1 inh 3 and CF NFkB inh 9.
Cc1cc(NC(=O)CSCC(=O)Nc2cc(Cl)ccc2N2CCN(C)CC2)no1 was read as HIF-2a inh 2, C8 TRAIL sens 13, TROY signal inh 10, NR2E3 ag-1 2, NR2E3 ag-2 17, KKLEB tox -2, Shn3 3UTR inh -18, TWEAK-Fn14 inh 15, Peg3 prom inh 3 and CF NFkB inh -10.
`COc1cccc(OC)c1C(=O)N1CCN(c2ccccn2)CC1` gave HIF-2a inh -13, C8 TRAIL sens 5, TROY signal inh 11, NR2E3 ag-1 1, NR2E3 ag-2 -3, KKLEB tox 4, Shn3 3UTR inh 10, TWEAK-Fn14 inh 6, Peg3 prom inh 5, MITF TRPM1 inh 3 and CF NFkB inh -2.
For Cc1cccc(NC(=O)C2(c3ccc([N+](=O)[O-])cc3)CCCC2)c1 the results were HIF-2a inh 21, C8 TRAIL sens -2, TROY signal inh -10, NR2E3 ag-1 5, NR2E3 ag-2 -3, KKLEB tox 4, Shn3 3UTR inh 8, TWEAK-Fn14 inh -1, Peg3 prom inh 14, MITF TRPM1 inh 6 and CF NFkB inh -2.
Screening Cc1ccc(NC(=O)Nc2cccc(C(F)(F)F)c2)nc1 returned HIF-2a inh -74, C8 TRAIL sens 2, TROY signal inh -22, NR2E3 ag-1 1, NR2E3 ag-2 -40, KKLEB tox 13, Shn3 3UTR inh -62, TWEAK-Fn14 inh -1, Peg3 prom inh -22, MITF TRPM1 inh -17 and CF NFkB inh -10.
CC1CCCCN1C(=O)Cn1c(=O)n(CCC(=O)NCc2ccco2)c(=O)c2sccc21 (stereo not drawn) was read as HIF-2a inh 4, C8 TRAIL sens -13, TROY signal inh -14, NR2E3 ag-1 -1, NR2E3 ag-2 -14, KKLEB tox 7, Shn3 3UTR inh 7, TWEAK-Fn14 inh -7, Peg3 prom inh 12, MITF TRPM1 inh 1 and CF NFkB inh 2.
For CCC/C(=N\NC(=O)c1ccco1)c1ccc(Cl)s1 the results were HIF-2a inh -10, C8 TRAIL sens 5, TROY signal inh -40, NR2E3 ag-2 -57, KKLEB tox 5, Shn3 3UTR inh -12, TWEAK-Fn14 inh -26, Peg3 prom inh 18, MITF TRPM1 inh 6 and CF NFkB inh -10.
Screening CC(C#N)Sc1ncnc2sc(-c3ccccc3)cc12 (stereo not drawn) returned HIF-2a inh -40, C8 TRAIL sens 0, TROY signal inh 7, NR2E3 ag-1 2, NR2E3 ag-2 -42, KKLEB tox -12, Shn3 3UTR inh -24, TWEAK-Fn14 inh 17, Peg3 prom inh -26, MITF TRPM1 inh -11 and CF NFkB inh 2.
CCOC(=O)c1nc2ccccc2nc1C was read as HIF-2a inh -11, C8 TRAIL sens 12, TROY signal inh -10, NR2E3 ag-1 4, NR2E3 ag-2 4, KKLEB tox 5, Shn3 3UTR inh -25, TWEAK-Fn14 inh 3, Peg3 prom inh -7, MITF TRPM1 inh 7 and CF NFkB inh -22.
For Cc1ccc(C(=O)NNC(=O)c2cccc(C)c2)cc1 the results were HIF-2a inh -92, C8 TRAIL sens -2, TROY signal inh -18, NR2E3 ag-1 3, NR2E3 ag-2 -52, KKLEB tox 12, Shn3 3UTR inh -19, TWEAK-Fn14 inh -23, Peg3 prom inh -78, MITF TRPM1 inh -38 and CF NFkB inh -7.
For Cc1cc(NC(=O)COC(=O)CCS(=O)(=O)c2ccc(C)c(C)c2)no1 the results were HIF-2a inh 6, C8 TRAIL sens 8, TROY signal inh 9, NR2E3 ag-1 -2, NR2E3 ag-2 -42, KKLEB tox 5, Shn3 3UTR inh -3, TWEAK-Fn14 inh -4, Peg3 prom inh 1, MITF TRPM1 inh -9 and CF NFkB inh 6.
For Cc1c(O)ccc2c(=O)c(-c3nncn3-c3ccccc3)coc12 the results were HIF-2a inh 18, C8 TRAIL sens -7, TROY signal inh 13, NR2E3 ag-1 6, NR2E3 ag-2 8, KKLEB tox 14, Shn3 3UTR inh -15, TWEAK-Fn14 inh -13, Peg3 prom inh 2, MITF TRPM1 inh 7 and CF NFkB inh -17.
`Cc1cccc(Nc2nc3ccccc3n3nnnc23)c1` gave HIF-2a inh -31, C8 TRAIL sens -6, TROY signal inh -4, NR2E3 ag-1 2, NR2E3 ag-2 -25, KKLEB tox -1, Shn3 3UTR inh -8, TWEAK-Fn14 inh -9, Peg3 prom inh -14, MITF TRPM1 inh 7 and CF NFkB inh -9.
Screening CC(C)c1ccc2nc(NC(=O)C3CC3)sc2c1 returned HIF-2a inh -234, C8 TRAIL sens 14, TROY signal inh -33, NR2E3 ag-1 0, NR2E3 ag-2 -129, KKLEB tox 15, Shn3 3UTR inh -151, TWEAK-Fn14 inh 33, Peg3 prom inh -275, MITF TRPM1 inh -61 and CF NFkB inh 6.
For O=C(C1CCN(S(=O)(=O)c2cccnc2)CC1)N1CCN(c2cccc(Cl)c2)CC1 the results were HIF-2a inh 5, C8 TRAIL sens 12, TROY signal inh 1, NR2E3 ag-1 3, NR2E3 ag-2 -12, KKLEB tox -3, Shn3 3UTR inh -21, TWEAK-Fn14 inh 7, Peg3 prom inh 12 and CF NFkB inh 10.
Screening Cc1noc(C)c1COc1ccc(C(=O)OCC(N)=O)cc1 returned HIF-2a inh 5, C8 TRAIL sens -9, TROY signal inh -5, NR2E3 ag-1 1, NR2E3 ag-2 -1, KKLEB tox -12, Shn3 3UTR inh -13, TWEAK-Fn14 inh -2, Peg3 prom inh 13, MITF TRPM1 inh 7 and CF NFkB inh -7.
Screening CC[C@@H](NC(=O)[C@@H](Cc1ccccc1)NC(=O)CC[C@H]1O[C@@H](n2ccc(=O)[nH]c2=O)[C@H](O)[C@@H]1O)c1ccccc1 returned HIF-2a inh 15, C8 TRAIL sens 1, TROY signal inh 14, NR2E3 ag-2 -3, KKLEB tox -6, Shn3 3UTR inh 9, TWEAK-Fn14 inh -1, Peg3 prom inh -4 and CF NFkB inh 2.
Screening Cc1ccccc1C(=O)NC(=S)Nc1ccc(N2CCN(C(=O)c3ccccc3)CC2)cc1 returned HIF-2a inh -1, C8 TRAIL sens 12, TROY signal inh 28, NR2E3 ag-1 -3, NR2E3 ag-2 -30, KKLEB tox -2, Shn3 3UTR inh 88*, TWEAK-Fn14 inh -2, Peg3 prom inh 19, MITF TRPM1 inh 17 and CF NFkB inh 24.
For CCCCNc1c(-c2cccc(SC(C)CC)c2)nc2ccc(Cl)cn12 (stereo not drawn) the results were HIF-2a inh -72&-84, C8 TRAIL sens 1&7, TROY signal inh -62&-52, NR2E3 ag-2 -28&-10, KKLEB tox 1, Shn3 3UTR inh 6, TWEAK-Fn14 inh -19&-9, Peg3 prom inh -16, MITF TRPM1 inh -4 and CF NFkB inh 19.
Screening O=C(CN(C1CC1)S(=O)(=O)c1ccc(S(=O)(=O)N2CCCCCC2)cc1)Nc1ccccc1 returned HIF-2a inh 10, C8 TRAIL sens 7, TROY signal inh 3, NR2E3 ag-1 2, NR2E3 ag-2 -17, KKLEB tox 0, Shn3 3UTR inh 16, TWEAK-Fn14 inh -18, Peg3 prom inh 12, MITF TRPM1 inh 3 and CF NFkB inh 6.
`CCOC(=O)c1ccc(NC(=O)Oc2cc(C)c(Cl)cc2C(C)C)cc1` gave HIF-2a inh 0, C8 TRAIL sens 8, TROY signal inh -21, NR2E3 ag-1 1, NR2E3 ag-2 -13, KKLEB tox 10, Shn3 3UTR inh 9, TWEAK-Fn14 inh 10, Peg3 prom inh -3, MITF TRPM1 inh -12 and CF NFkB inh 4.

A portion of the library (hit frequency here may not be typical).
